S3 lipid droplet – qHTS Assay for Lipid Storage Modulators in Drosophila S3 Cells; Drosophila S3 cells, BODIPY lipid droplet fluorescence, 18-24 h; cells fed with added oleic acid; AID 2685; lipid storage change, negative = inhibition, % at the top dose, mostly 46.1 µM; hits show Potency in µM; hit rate 0.64% among 320,000; active = well fitted inhibition curve with a large enough effect in the signal ratio, with a control signal flat, not every such curve was filed as active; inconclusive = small, poorly fitted or top-dose-only effect, or effect the other way, or a change in a side signal; the % refers to the signal ratio
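Laser-scanning cytometry quantifies lipid droplet accumulation (500–530 nm total intensity; droplet/cell object ratio) in oleic acid-fed (400 uM added) Drosophila S3 cells treated with a concentration series. 20 uM Triacsin C defined 100% inhibition.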
S3 lipid droplet cell count max – also measured in S3 lipid droplet; calls as there; cell number change, %; measured here: cell count max response;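 cells counted by Cell Tracker Red CMTPX staining in the red channel; peak over a dose series mostly up to 46.1 µM; percent activity relative to internal control wells on each plate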
The depositor's hits bear a star; i = inactive; ? = inconclusive; . = no result given; [ ] = dose if it differs, or a comment. % is set by controls: 0 for no effect and ±100 for the full control effect; potency is the fitted concentration of half-maximal effect.

no. | canonical_smiles | S3 lipid droplet | S3 lipid droplet cell count max
1 | CCN1CCN(c2cc(C)c3cc(NC(=O)CCC(=O)Nc4ccc(OC)cc4OC)ccc3n2)CC1 | ? | .
2 | O=C(COC(=O)CCC1CCCC1)Nc1nc2c(F)c(F)c(F)cc2s1 | 11.1% | 14.9
3 | Cc1onc(-c2ccccc2)c1C(=O)N1CCN(c2ncccc2C(F)(F)F)CC1 | ? | .
4 | Oc1ccc(N=Nc2ccccc2)cc1 | ? | .
5 | COc1ccc(N/C=C(\C#N)S(=O)(=O)c2ccc(Cl)cc2)c(OC)c1 | ? | .
6 | O=C(Nc1ccc2c(c1)OCO2)N1CCN(Cc2ccco2)CC1 | -11.9% | -5.0
7 | Cc1cccc2cc(C(c3nnnn3Cc3ccc4c(c3)OCO4)N3CCCC3)c(=O)[nH]c12 (stereo not given) | ? | .
8 | O=C(CSc1nc2ccccc2c(=O)[nH]1)c1cccs1 | 10.5% | -10.6
9 | O=[N+]([O-])c1cccc(-c2cc3cccc[n+]3cc2-c2cccc([N+](=O)[O-])c2)c1 | 0.4% | -0.1
10 | COc1ccc(CC(=O)Nc2nc(C(C)(C)C)cs2)cc1 | i | -12.5
11 | Cc1c(C(=O)/C=C/N(C)C)nnn1-c1ccc(F)c(Cl)c1 | -5.4% | -22.7
12 | Cc1cccc(N2C(=O)C(CC(=O)Nc3cccc(F)c3)N(CCc3ccncc3)C2=O)c1 (stereo not given) | ? | .
13 | O=C(Cc1nnc(NC(=O)Nc2ccc(F)cc2)s1)Nc1ccccc1 | i | -13.6
14 | COc1ccc2cc(C(c3nnnn3CCc3ccccc3)N3CCC(O)CC3)c(=O)[nH]c2c1 (stereo not given) | -0.3% | 0.8
15 | Cc1cccc(-n2nnc(C(=O)NCc3ccco3)c2N)c1 | ? | .
16 | CCOC(=O)N1CCN(C(=O)c2cccn3c(=O)c4c5c(sc4nc23)CCCC5)CC1 | -2.5% | -3.2
17 | C=CCn1c(-c2ccc(F)cc2)n[nH]c1=S | 5.7% | 14.3
18 | COc1cc(/C=C/C(O)=C/C(=O)/C=C/c2ccc(O)cc2)ccc1O | ? | .
19 | O=C(CSc1ncnc2nc[nH]c12)c1ccc(Cl)cc1 | 4.4% | -11.7
20 | CCC(CC)C(=O)N1CCCC(c2nc(-c3cccs3)no2)C1 (stereo not given) | 20.6% | 6.2
21 | O=C(CS(=O)(=O)c1cn(Cc2cccc(F)c2)c2ccccc12)N1CCOCC1 | ? | .
22 | CN(C)c1ccc(C(=O)N2CCCC(N3CCN(Cc4ccc5c(c4)OCO5)CC3)C2)cc1 (stereo not given) | ? | .
23 | CCOc1ccc(N/C=C/C(=O)c2cc(OC)c(OC)c(OC)c2)cc1 | i | 4.4
24 | CCOC(=O)CC(NC(=O)c1cccc2c1C(=O)N(Cc1cccnc1)C2)c1ccc(OC(C)C)cc1 (stereo not given) | -0.1% | 0.8
25 | FC(F)(F)c1cccc(Cc2noc(CN3CCCC3)n2)c1 | 4.9% | 3.4
26 | O=C(Cc1ccc(Cl)cc1)N/N=C/c1ccccc1 | -10.7% | -5.3
27 | CCN(CC)CCN1C(=O)c2oc3ccccc3c(=O)c2C1c1ccc(F)cc1 (stereo not given) | i | 15.2
28 | COc1cc(/C=C/C(=O)OCC(=O)Nc2ccc(C)cc2[N+](=O)[O-])ccc1O | ? | .
29 | CCOc1ccc(NC(=O)Nc2cc(OCC(F)(F)F)cc(OCC(F)(F)F)c2)cc1 | 5.8µM* | -25.7*
30 | Cc1cccc(OCC(=O)NNC(=O)c2cccs2)c1 | -1.7% | 24.8
31 | C=CCN1C(=O)/C(=C\c2ccco2)C(C(=O)OC)=C1C | ? | .
32 | NS(=O)(=O)c1ccc(NC(=S)Nc2ccn(Cc3cccc4ccccc34)n2)cc1 | ? | .
33 | CC(C)c1nc(N2CCN(C(=O)c3ccccc3)CC2)c(C#N)c2c1COC(C)(C)C2 | ? | .
34 | O=C1c2ccccc2C(=O)N1CC(O)COCc1ccccc1 (stereo not given) | 1.0% | 1.4
35 | C=CCn1c(CCNC(=O)c2ccco2)nc2ccccc21 | -5.6% | 9.0
36 | CCOC(=O)COc1ccc2c(C#N)c3ccccn3c2c1 | ? | .
37 | O=C(Nc1ccccc1)c1ccc(Br)c(S(=O)(=O)Nc2cccnc2)c1 | ? | .
38 | COc1ccccc1N(Cc1ccccc1)S(=O)(=O)c1cccc(C(=O)Nc2cccc(C)n2)c1 | ? | .
39 | COc1ccccc1N1CCN(C(=O)CCS(=O)(=O)c2ccc3c(c2)oc(=O)n3C)CC1 | i | 5.4
40 | O=C(NCc1ccccc1)c1c[nH]c2ccc(S(=O)(=O)Nc3ccc4c(c3)OCCO4)cc2c1=O | 15.0% | -14.8
41 | CCOC(=O)c1c(-c2ccc(F)cc2)csc1NC(=O)C1CC=CCC1C(=O)O (stereo not given) | ? | .
42 | O=C(NCc1ccc(Cl)cc1)C(=O)NCC1OCCN1S(=O)(=O)c1cc(F)ccc1F (stereo not given) | ? | .
43 | CC(=O)OCCn1c(=O)c2cc3c(=O)n(CCOC(C)=O)c(=O)c3cc2c1=O | -2.8% | -11.6
44 | CCOc1ccccc1Nc1nnc(SCC(=O)Nc2cccc(S(=O)(=O)NC3=NCCCCC3)c2)s1 | 14.9% | 18.7
45 | Cn1cc(CN2CCC(CO)(CCCc3ccccc3)CC2)c(-c2ccccc2)n1 | 22.6% | .
46 | CCCCn1nc(NC(=O)CCC)c2cc3cc(OC)ccc3nc21 | -22.3% | 16.2
47 | CCOC(=O)C1CCN(C(c2cc(OC)c(OC)c(OC)c2)c2sc3nc(C)nn3c2O)CC1 (stereo not given) | i | .
48 | CC1(C)NC(=O)N(CCOCCOc2c(Cl)cc(Cl)cc2Cl)C1=O | ? | .
49 | CC(C(=O)O)n1c2ccccc2c2cnn(C)c(=O)c21 (stereo not given) | ? | .
50 | Cc1ccc(NS(=O)(=O)c2cccc(C(=O)NCC(c3ccco3)N3CCCC3)c2)cc1 (stereo not given) | 9.5% | -2.7
51 | COc1ccc(OC)c(/C=N\NC(=O)c2cc3c(ccc4ccccc43)o2)c1 | ? | .
52 | Cc1nc2ccccc2n1S(=O)(=O)c1ccc(Br)cc1 | ? | .
53 | O=C1CCC(=O)N1CNc1ccccn1 | ? | .
54 | CCOC(=O)c1c[nH]n(-c2ccccc2)c1=O | ? | .
55 | Cc1c(Cl)cccc1NC(=O)CCS(=O)(=O)c1cccc2nonc12 | i | 3.8
56 | CN(C)S(=O)(=O)c1ccc(C(=O)OCCc2ccccc2)cc1 | i | -14.3
57 | COc1ccccc1/C=C1\SC(=S)N(Nc2nc(C)cc(C)n2)C1=O | -7.5% | -4.3
58 | Cc1ccc(OCC(=O)N2CCCC(CCC(=O)N(C)CCc3ccccn3)C2)cc1 (stereo not given) | 5.2% | 11.2
59 | NCCc1nnc(SCc2c(Cl)cccc2Cl)o1 | -0.2% | 14.8
60 | CCOc1ccc(CCNC(=O)CCc2nnc3ccc(N4CCCC4)nn23)cc1OCC | ? | .

Next compounds follow:
no. | canonical_smiles | S3 lipid droplet | S3 lipid droplet cell count max
61 | Cc1ccc(N(CC(=O)NCC2CCCO2)C(=O)CNS(=O)(=O)c2ccc(Cl)cc2)cc1 (stereo not given) | ? | .
62 | Cc1n(Cc2ccccc2)c2cc([N+](=O)[O-])ccc2[n+]1Cc1ccccc1 | 0.2% | 0.5
63 | CC(Oc1cc(Cl)ccc1Cl)C(=O)N/N=C\c1ccnn1C (stereo not given) | ? | .
64 | COc1ccc(CCNC(=O)C2CCN(C(=O)c3ccc(C(C)(C)C)cc3)CC2)cc1OC | ? | .
65 | O=C(Nc1ccc2c(c1)OCO2)c1ccc(=O)[nH]n1 | -10.4% | -17.4
66 | CC(Sc1cccc[n+]1[O-])C(=O)Nc1ccc([N+](=O)[O-])cc1Cl (stereo not given) | -4.6% | .
67 | COc1cc(OC)c(NC(=O)CCNS(=O)(=O)c2cc(Br)cnc2N)cc1Cl | i | .
68 | O=C1N=C(N2CCN(c3ccccc3)CC2)S/C1=C/c1cccs1 | -5.9% | 0.6
69 | O=C(NCCOc1ccccc1)C(c1ccccc1)c1ccccc1 | ? | .
70 | CCc1nc(N)c(C#N)c(-c2cccc3ccccc23)c1C | i | .
71 | CC(C)COC(=O)C1C(=O)CC(C)(O)C(C(=O)OCC(C)C)C1c1cccnc1 (stereo not given) | ? | .
72 | COCCCn1c(SCC(=O)N2CCOCC2)nnc1-c1ccco1 | -11.7% | 23.7
73 | O=C(CN(Cc1ccco1)C(=O)c1nsc(Cl)c1Cl)NC1CCCCC1 | -25.5% | 11.2
74 | CCCN(CCC)Cc1c(C(=O)N/N=C/CCc2ccccc2)nnn1-c1nonc1N | ? | .
75 | Cc1occc1C(=O)Nc1ccc2c(c1)OCCO2 | 8.1% | -22.0
76 | COc1ccc(NS(=O)(=O)c2ccc(C)c(C(=O)NNC(=O)c3csc(N4CCOCC4)n3)c2)cc1 | 10.0% | 17.4
77 | CCOc1cccc(SCc2noc(C(=O)NC(C)C)c2C(=O)O)c1 | 1.5% | -0.6
78 | C=CCOc1cccc(C2C(C(=O)c3cc4ccccc4o3)=C(O)C(=O)N2c2cc(C)on2)c1 (stereo not given) | ? | .
79 | COc1ccc(C2CC(=O)C=C(NNS(=O)(=O)c3ccc(C)cc3)C2)cc1 (stereo not given) | ? | .
80 | CCCCS(=O)(=O)N1CCCC(C(=O)Oc2ccc(Cl)cc2)C1 (stereo not given) | 13.4% | 4.7
81 | C/C=C(\C)C(=O)NCCN1C2=NC[C@H](Cc3ccc(O)cc3)N2C[C@H]1Cc1ccc(O)cc1 | 3.5% | 15.6
82 | CCOC(=O)c1cc(C(C)(C)C)oc1CN | 8.8% | -0.4
83 | COc1ccc(OC)c(CN2CCN(C(=O)c3cc4ccccc4cc3O)CC2)c1 | -5.4% | 0.7
84 | Cc1ccc(NC(=O)NC2CC(=O)N(c3ccc4c(c3)OCCO4)C2)cc1C (stereo not given) | ? | .

Overlap with the part before: 3 entries, then new ones.
no. | canonical_smiles | S3 lipid droplet | S3 lipid droplet cell count max
82 | CCOC(=O)c1cc(C(C)(C)C)oc1CN | 8.8% | -0.4
83 | COc1ccc(OC)c(CN2CCN(C(=O)c3cc4ccccc4cc3O)CC2)c1 | -5.4% | 0.7
84 | Cc1ccc(NC(=O)NC2CC(=O)N(c3ccc4c(c3)OCCO4)C2)cc1C (stereo not given) | ? | .
85 | CN1CCS/C1=C\C=C1/SC(=S)N(CC(=O)O)C1=O | 21.7% | 6.5
86 | CCC(C)(NC(=O)c1ccccc1)C(=O)O (stereo not given) | ? | .
87 | Cc1ccc(NCC(=O)Nc2ccc(Br)cc2)cc1F | ? | .
88 | O=C(Cn1nnc(-c2ccccc2NC(=O)c2ccccc2F)n1)NC1CCCC1 | ? | .
89 | CCOC(=O)/C=c1\s/c(=C(\C#N)C(=O)NC)n(-c2ccccc2)c1=O | ? | .
90 | O=C(CN1CCCCC1)NCCNc1ccc(C(F)(F)F)cc1[N+](=O)[O-] | ? | .
91 | O=C(NCCN1CCCCC1)Nc1ccc(F)c(Cl)c1 | ? | .
92 | Cn1cc2cc([N+](=O)[O-])ccc2n1 | 9.9% | 5.2
93 | COc1cc(NC(=O)CSCC(=O)Nc2cccc(C(F)(F)F)c2)c(Cl)cc1Cl | ? | .
94 | N/C(=N\NC(=O)c1ccc(F)cc1)c1cc2ccccc2oc1=O | ? | .
95 | COC(=O)C1(Cc2cc(-c3ccc(Cl)cc3)no2)CCN(C(=O)OC(C)(C)C)CC1 | ? | .
96 | Cc1cc(NC(=O)c2ccc(F)cc2)ccc1NC(=O)c1ccco1 | ? | .
97 | Cn1c(CNS(=O)(=O)c2ccc(Cl)cc2)n[nH]c1=S | -5.1% | -8.9
98 | O=C(COC(=O)c1ccc(Br)cc1)NC(=O)NCc1ccccc1 | ? | .
99 | O=C(CN1C(=O)NC2(CCCCC2)C1=O)N1CCN(c2ncccn2)CC1 | ? | .
100 | CCN1CCN(C(=O)c2[nH]c3ccc(OC)cc3c2C)CC1 | 4.0% | -5.4
101 | CC1CCN(CCOc2cc(Cl)ccc2Cl)CC1 | 12.8% | -5.4
102 | COc1c2occc2c(OC)c2c(=O)cc(C(F)(F)C(F)(F)F)oc12 | ? | .
103 | O=C(O)CCC(=O)N1N=C(c2ccccc2)CC1c1ccc2nccnc2c1 (stereo not given) | 9.3% | 4.0
104 | CCc1nnc(NC(=O)CSc2ccc(-c3ccc(F)cc3)nn2)s1 | 14.4%[9.22 µM] | 9.5
105 | CC(=O)c1ccc(NC(=O)CCc2c(C)nn(-c3ccc(N4CCOCC4)nn3)c2C)cc1 | i | 17.8
106 | CCCCc1ccc(NC(=O)COc2ccc(C(=O)Nc3ccccc3C)cc2)cc1 | ? | .
107 | Nc1ncnc2nc(SCc3ccccc3)[nH]c12 | 9.9% | 3.3
108 | CCN1C(C)=C(C)S/C1=C1\SC(=S)N(C2CCCCC2)C1=O | -17.6% | 5.3
109 | Cc1cccc(/C=C2/SC(=O)N(Cc3ccccc3Cl)C2=O)n1 | ? | .
110 | COc1ccc2nc(SC(C)C(=O)NC3CCCC3)[nH]c2c1 (stereo not given) | ? | .
111 | Cc1cccnc1NC(=O)C1CCN(S(=O)(=O)c2ccc3c(c2)CCC(=O)N3)CC1 | -2.5% | 19.1
112 | Brc1ccc2ncc(Br)cc2c1 | 4.9% | -1.1
113 | CN(C)S(=O)(=O)c1cc(NC(=O)CNCc2ccc(F)cc2)ccc1Cl | i | .
114 | CN(C(=O)CCN1C(=O)/C(=C/c2ccccc2F)SC1=S)C1CCS(=O)(=O)C1 (stereo not given) | ? | .
115 | C=C(C)CNC(=S)N/N=C/c1ccc(N2CCOCC2)cc1 | 2.4% | .
116 | COc1ccc2c(c1)[C@H]1[C@H](CO2)[C@H](c2ccccc2)[C@]2(C)C(=O)Nc3ccccc3C(=O)N12 | 7.6% | -2.6

Compound activity from PubChem BioAssay.

Some of the compounds tested. The share of hits here may be higher or lower than overall.
